Compound activity as filed in PubChem BioAssay.
D2 ag – activates the human D2 dopamine receptor. HEK293 T-REx D2 cells, calcium flux agonist mode. activation, % at 2 µM. hit rate 0.53% among 340,000;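 active means activation over 3 SD above normal in the single-dose calcium agonist read, cut at about 30% in these data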; further: 0% is about no effect
Target sequence (P14416 whole entry, looked up): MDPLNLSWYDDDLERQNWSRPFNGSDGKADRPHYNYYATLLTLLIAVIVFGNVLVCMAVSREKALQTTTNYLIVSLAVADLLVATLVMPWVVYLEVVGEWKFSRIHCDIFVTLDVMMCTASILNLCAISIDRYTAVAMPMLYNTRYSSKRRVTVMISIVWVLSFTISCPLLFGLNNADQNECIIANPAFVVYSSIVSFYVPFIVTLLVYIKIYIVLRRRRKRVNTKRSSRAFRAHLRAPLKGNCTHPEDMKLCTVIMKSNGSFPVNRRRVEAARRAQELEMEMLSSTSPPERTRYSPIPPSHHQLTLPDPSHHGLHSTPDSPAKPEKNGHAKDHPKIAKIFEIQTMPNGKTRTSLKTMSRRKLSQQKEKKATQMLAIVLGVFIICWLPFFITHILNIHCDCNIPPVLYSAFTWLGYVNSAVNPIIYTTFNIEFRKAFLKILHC
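HEK293 Trex D2 cells, tetracycline-induced, o/n 30 C 5% CO2; no-wash Ca dye, RT 30–90 min; 10-cycle baseline, 23 nl cpd added, kinetic Ca read 180 s; agonist hits = positive Ca response.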
rTrxR1 inhibitor – rat TrxR1 inhibition | recombinant rTrxR1, NADPH fluorescence consumption, selenite substrate | O89049 | Potency, µM (series often up to 114 µM), for the others: at the top dose activity change, negative = inhibition, hits mostly inhibitors | hit rate 1% among 390,000; further: potency means the concentration at half of the fitted maximal effect; on the % scale 0 is the no-effect control and ±100 the full control effect; nearly all actives have a fitted effect of over 65% in size
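Rat TrxR1 (90 nM in the dispensed reagent) was pre-reduced with 400 uM NADPH for 5 min at room temperature, then incubated with compound for 15 min. After 400 uM selenite was added, NADPH fluorescence (Ex 340/Em 450 nm) was followed for 8 min.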
PI4K2A inh – PI4K2A (human) kinase inhibition | Q9BTU6 | purified PI4K2A, ADP-Glo luminescence, 1 h; active compounds read low | activity change, negative = inhibition, % at 76.9 µM | hit rate 0.13% among 420,000; in the data active means activity change below about -50%; inconclusive means mostly about -30% to -49%;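 further: -100% = wells without enzyme as full effect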
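PI4K2A activity was measured by ADP-Glo luminescence: enzyme (4 ug/mL stock) and phosphatidylinositol (1.2 mM stock) in Tris pH 7.5/MgCl2/EGTA/Triton X-100 buffer were reacted with ATP (300 microM stock) for one hour at ambient temperature.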
TrxR1 substrate – is turned over as a substrate by rat TrxR1; AID 588456; purified TrxR1 substrate turnover, NADPH consumption readout; hit rate 0.01% among 390,000; O89049; Potency, µM (highest dose often 114 µM), inactives show at the top dose activity change, negative = substrate turnover; further: potency means the concentration at half of the fitted maximal effect; on the % scale 0 is the no-effect control and ±100 the full control effect; nearly all actives have a fitted effect of over 50% in size
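Rat TrxR1, dispensed at 90 nM, was prereduced with 400 uM NADPH (final) for 5 min at ~22 deg C, then incubated with compound 15 min before 400 uM selenite. A first-read NADPH fluorescence drop versus no-compound background flagged substrates.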
USP1-UAF1 inh – blocks the human USP1/UAF1 deubiquitinase complex. Potency, µM (highest dose often 57.1 µM), without a hit: at the top dose activity change, negative = inhibition, most hits filed as inhibitors. AID 743255. hit rate 0.23% among 390,000. recombinant USP1/UAF1, Ub-Rhodamine cleavage fluorescence; further: potency means the concentration at half of the fitted maximal effect; on the % scale 0 is the no-effect control and ±100 the full control effect; nearly all actives have a fitted effect of over 60% in size; inactives centre near -12
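USP1/UAF1 complex (1 nM) preincubated 15 min at room temperature with compound, then Ub-Rho substrate (150 nM final) added. Kinetic fluorescence at 480/540 nm over 6 reads at 60 s intervals; 50 mM HEPES pH 7.8, 0.5 mM EDTA, 0.1 mg/ml BSA, 1 mM TCEP, 0.01% Tween-20.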
mIDH1 inhibitor – blocks human mutant IDH1 R132H enzyme; hit rate 0.093% among 390,000; Potency, µM (doses to about 76.6 µM), inactives show top-dose activity change, negative = inhibition, hits mostly inhibitors; O75874; IDH1-R132H enzyme, NADPH consumption, diaphorase/resazurin fluorescence; further: potency means the concentration at half of the fitted maximal effect; on the % scale 0 is the no-effect control and ±100 the full control effect; nearly all actives have a fitted effect of over 65% in size
Target sequence (O75874 whole entry R132H, stated change not applied): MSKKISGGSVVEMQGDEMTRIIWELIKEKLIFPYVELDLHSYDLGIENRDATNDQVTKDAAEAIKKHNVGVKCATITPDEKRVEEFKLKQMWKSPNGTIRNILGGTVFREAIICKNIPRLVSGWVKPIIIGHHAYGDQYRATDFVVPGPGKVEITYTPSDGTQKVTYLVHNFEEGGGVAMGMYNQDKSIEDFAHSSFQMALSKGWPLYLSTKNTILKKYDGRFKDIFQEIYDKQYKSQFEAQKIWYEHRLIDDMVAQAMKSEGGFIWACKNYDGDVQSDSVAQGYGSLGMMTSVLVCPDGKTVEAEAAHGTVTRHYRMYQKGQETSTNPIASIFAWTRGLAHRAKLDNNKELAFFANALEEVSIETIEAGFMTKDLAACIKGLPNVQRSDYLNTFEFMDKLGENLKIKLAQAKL
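IDH1-R132H (0.5 ug/mL) preincubated 30 min with compound, then NADPH (0.016 mM) and alpha-KG (2 mM) added; 80 min at RT, pH 7.5. Remaining NADPH coupled via diaphorase/resazurin to fluorescence (540/590 nm); concentration-response curves normalized to no-enzyme control.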
D2 antagonist – antagonists of human D2 dopamine receptor; HEK293 TREx D2 cells, calcium flux, dopamine EC80; inhibition, % at 10 µM; P14416; hit rate 2% among 340,000; in the data active means inhibition above about 30%; further: 0% is about no effect
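Cells plated overnight at 30 C with tetracycline; no-wash calcium dye, 30–90 min RT; 10 s baseline; compound pinned; 180 s read; EC80 dopamine added; another 180 s read.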
TRHR PAM – allosteric enhancers of human TRH receptor | P34981 | TRHR cells, fluo-8 calcium fluorescence, EC20 TRH enhancement | enhancement, % at 2 µM | hit rate 0.66% among 360,000; in the data active means enhancement above about 30%; further: 0% is about no effect
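TRHR-expressing cells loaded with fluo-8 calcium dye were read kinetically (ex 480/em 530) during compound addition, then stimulated with an EC20 of TRH (10 nM final). Enhancement of the Gq-mediated intracellular calcium response was scored.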
TRHR agonist – activates the human TRH receptor | P34981 | activation, % at 2 µM | TRHR cells, calcium flux fluo-8, FDSS agonist mode | hit rate 0.18% among 360,000; in the data active means activation above about 30%; further: 0% is about no effect
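Fluo-8-loaded TRHR cells; 10 s baseline, compound added, kinetic Ca2+ fluorescence read 1/s, agonist mode.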
Numbers without * were called inactive; ? = inconclusive; · = no result given; [ ] = remark or other dose. Unless noted, the call rests on the fitted dose curve; in most records, active means well fitted inhibition curve with a large enough effect; inconclusive means small, poorly fitted or top-dose-only effect; inactive means no such curve, though single readings can be large or run the other way.

SMILES	D2 ag	rTrxR1 inhibitor	PI4K2A inh	TrxR1 substrate	USP1-UAF1 inh	mIDH1 inhibitor	D2 antagonist	TRHR PAM	TRHR agonist
COc1ccc(OC)c(NC(=O)c2cccc(NC(=O)c3ccccc3C(=O)O)c2)c1	1.7	-6.9%[11.4 µM]	1.9	-5.4%[57.1 µM]	-26.2%	1.1%	-23.1	11.5	0.0
COCCNC(=O)c1nc2c(nnn2Cc2cc(C)ccc2C)c(=O)[nH]1	-0.5	-28.2%	0.0	-4.9%	7.7%	0.5%	-18.0	-0.8	-0.5
CCN(CC(=O)Nc1c(F)cccc1F)C(=O)CNC(=O)c1ccc(Br)o1	-1.1	-8.6%	-3.2	-8.9%	-26.6%	4.9%	-9.5	5.4	-0.1
NS(=O)(=O)c1ccc(N=Cc2ccc(Br)s2)cc1	0.6	-14.1%	-0.3	-10.8%	-3.1%	1.2%	-9.1	0.5	1.3
CCN(CC)c1ccc(/C=N/NC(=O)OC(C)(C)C)cc1	-1.8	3.1%[57.1 µM]	4.8	25.2%	-7.6%	2.5%	-1.5	-2.9	-0.5
Cc1ccc(NC2(C#N)C(=O)Nc3ccccc32)cc1C (stereo not given)	0.4	0.5%[57.1 µM]	2.9	-5.4%	-15.6%	-4.6%	7.0	-1.6	0.0
CCOC(=O)C1=C(O)/C(=C/c2cn(CC(=O)N3CCCC3)c3ccccc23)SC1=Nc1ccccc1	·	14.7%[57.1 µM]	1.3	6.4%[57.1 µM]	-17.3%	-14.6%	·	-1.3	16.2
COc1ccc(OCCSCc2nnc(NC(=O)Nc3ccc(Cl)cc3)s2)cc1	0.9	19.0%[57.1 µM]	2.4	-7.8%	-10.9%	3.8%	-20.7	-11.9	0.7
COc1ccc(OC)c(N2C(N)=C(C#N)C(c3ccc(OC)c(O)c3)C3=C2CC(C)(C)CC3=O)c1 (stereo not given)	-0.1	-2.4%	2.0	-7.4%	-14.2%	3.9%	-9.8	5.0	0.5
CCOC(=O)CC(NC(=O)C(CC)c1ccccc1)c1ccccc1Cl (stereo not given)	·	4.7%[57.1 µM]	-3.5	-0.2%[57.1 µM]	-9.9%	2.4%	·	-6.6	0.1
Oc1ccc(Br)cc1/C=N/Nc1nc(N2CCCCC2)nc(N2CCOCC2)n1	1.1	9.8%[57.1 µM]	-1.4	1.3%[57.1 µM]	-12.3%	0.0%	16.2	-0.6	2.0
COc1cc(CC(CC(=O)c2ccc3c(c2)OCO3)C(=O)O)cc(OC)c1OC (stereo not given)	·	10.8%	-1.7	-10.0%	-5.5%	-0.7%	·	·	·
Cc1cnn(-c2cc(N/N=C/c3ccccc3F)ncn2)c1	·	2.4%	-8.4	-6.6%	-10.0%	-0.7%	·	-9.0	3.1
Cc1cccc(N2C(=O)N3[C@H](c4ccc(F)cc4)[C@@H]4C(=O)N(C5CCCCC5)C(=O)[C@@H]4[C@]3(Cc3ccc(Cl)cc3)C2=O)c1	1.1	15.2%	2.6	-5.3%	-24.9%	4.9%	-0.3	-1.7	0.5
O=C(CN1CCN(S(=O)(=O)c2cccc(F)c2)CC1)NCC1(N2CCOCC2)CCCCC1	0.1	1.7%	-2.9	2.3%	-13.8%	20.0%	7.8	-13.6	-0.1
CC(=O)c1ccc(S(=O)(=O)NCCc2csc(-c3cccnc3)n2)cc1	-0.1	-24.3%	-2.5	-15.3%	-7.5%	7.6%	-2.8	-4.3	0.2
CCOc1cc2[nH]c(=O)n(CCCCC(=O)NC3CCCCCC3)c(=O)c2cc1OCC	-0.6	-6.7%[57.1 µM]	6.2	4.9%[57.1 µM]	-2.1%	0.3%	5.8	5.4	-0.4
COc1cccc(C(=O)NC2CC(C)(C)Cc3c2cnn3-c2cccc(F)c2)c1OC (stereo not given)	-1.3	2.4%	2.7	-8.2%	-3.5%	10.5%	3.3	-2.5	0.1
O=C(NNC(=O)C1CC(c2cccnc2)=NO1)Nc1cccc(F)c1 (stereo not given)	0.3	-0.9%	-1.0	4.4%	-16.1%	5.2%	10.0	7.7	0.3
CC(C)c1ccc(NC(=O)NC2(C(=O)NCc3cccnc3)CCCCC2)cc1	1.0	9.1%[57.1 µM]	-0.6	9.3%[0.0914 µM]	-3.8%	-8.3%	-11.8	-1.4	0.0
Cc1ccc(C)c(S(=O)(=O)N/N=C/c2ccc(N3CCOCC3)cc2)c1	-0.3	-2.9%	-3.9	0.5%	-11.3%	3.6%	14.9	-3.3	-0.2
O=c1[nH]c(Cc2cccc(C(F)(F)F)c2)nc2ccccc12	-0.6	10.3%	-1.1	0.2%	-3.7%	3.9%	-11.0	4.2	-0.1
COc1ccc(OC)c(CNC(=O)c2c(C)oc3ncn(CC(C)C)c(=O)c23)c1	-0.8	10.1%	-0.3	-5.1%	-26.8%	-1.1%	·	2.3	-0.2
COc1ccc(C(CNC(=O)C2CC(=O)N(Cc3ccccc3)C2)N2CCOCC2)cc1 (stereo not given)	·	21.5%	-1.6	2.2%	-15.0%	3.5%	·	-1.7	2.0
CCOc1ccc(CCNC(=O)CCc2c(C)nc3c4c(C)cc(C)nc4nn3c2C)cc1	-1.2	-7.9%	-12.3	32.9%	-25.9%	·	·	15.2	-1.8

Reformatted with bars between the fields: 3 of the compounds above.
SMILES | D2 ag | rTrxR1 inhibitor | PI4K2A inh | TrxR1 substrate | USP1-UAF1 inh | mIDH1 inhibitor | D2 antagonist | TRHR PAM | TRHR agonist
Cc1cnn(-c2cc(N/N=C/c3ccccc3F)ncn2)c1 | · | 2.4% | -8.4 | -6.6% | -10.0% | -0.7% | · | -9.0 | 3.1
Cc1cccc(N2C(=O)N3[C@H](c4ccc(F)cc4)[C@@H]4C(=O)N(C5CCCCC5)C(=O)[C@@H]4[C@]3(Cc3ccc(Cl)cc3)C2=O)c1 | 1.1 | 15.2% | 2.6 | -5.3% | -24.9% | 4.9% | -0.3 | -1.7 | 0.5
O=C(CN1CCN(S(=O)(=O)c2cccc(F)c2)CC1)NCC1(N2CCOCC2)CCCCC1 | 0.1 | 1.7% | -2.9 | 2.3% | -13.8% | 20.0% | 7.8 | -13.6 | -0.1

(next part)
SMILES	D2 ag	rTrxR1 inhibitor	PI4K2A inh	TrxR1 substrate	USP1-UAF1 inh	mIDH1 inhibitor	D2 antagonist	TRHR PAM	TRHR agonist
CCCCOC(=O)c1ccc(NC(=O)c2ccoc2C)cc1	·	12.4%	-15.2	-2.3%	-25.2%	1.1%	·	-2.6	0.6
Cc1cccc(NC(=O)CCC2CCN(C(=O)c3ccc(C)s3)CC2)c1	-1.9	24.2%	-1.3	5.2%	-23.4%	0.0%	-9.0	-2.0	1.7
Cc1nn(C(C)C(=O)NCc2ccc(OC(C)C)cc2)c(=O)c2c1sc1ccccc12 (stereo not given)	-1.6	22.8%	-0.7	4.8%	?	-10.4%	·	4.0	-0.5
COc1ccccc1NS(=O)(=O)c1ccc2oc(SCC(C)=O)nc2c1	0.3	18.7%	10.9	11.5%	-24.7%	-0.7%	18.2	-1.2	0.5
CCOC(=O)CC/C(=N\NC(N)=O)c1ccc(OC)c(Cl)c1	0.0	5.4%	-1.3	-2.8%	3.2%	-5.4%	-1.6	1.5	-0.6
O=C(NC(=S)NNC(=O)c1ccccc1O)c1ccc(F)cc1	3.6	?	-3.0	-11.8%	-16.3%	-4.5%	-12.9	-4.0	0.6
O=C(Nc1cccc(-c2csc(Nc3cccc(C(F)(F)F)c3)n2)c1)c1cc([N+](=O)[O-])cc(C(F)(F)F)c1	0.0	-7.3%	-0.9	-6.5%	-8.7%	-4.7%[38.3 µM]	20.9	-2.7	-0.4
O=C(Nc1nc2ccccc2s1)C1CCCO1 (stereo not given)	0.5	-5.8%	0.0	-4.9%	-10.6%	9.0%	-8.8	-0.7	0.4
CC(=O)c1cccc(NC(=O)c2csc3c2CCCCC3)c1	-0.6	19.3%[57.1 µM]	-0.4	-10.7%[57.1 µM]	-19.4%	14.3%	0.5	-0.1	2.1
O=C(CSc1nc(=O)[nH]c2c1CCCC2)Nc1cc(C(F)(F)F)cc(C(F)(F)F)c1	1.3	5.6%	-3.3	-7.9%	-8.2%	2.4%	-9.7	-0.3	-0.2
Cc1ccc2nc(SCC(=O)NCCCN3CCCC3=O)[nH]c2c1	0.1	30.3%	-3.2	3.6%	-24.0%	0.3%	-3.6	-5.5	0.5
Cc1cc(C(F)F)n2nc(C(=O)Nc3cccc(C(F)(F)F)c3)nc2n1	-0.2	3.8%	-6.0	-5.1%	-18.0%	3.2%	8.7	2.3	0.0
COc1cc(NC(=O)CSc2nnc(Cn3nnc4ccccc43)n2C)cc(OC)c1	-2.1	-4.0%	0.0	-6.9%	-11.0%	1.4%	0.2	-3.4	0.4
CCOc1ccc(OCCSc2nnnn2-c2ccccc2)cc1	-0.3	5.8%	-1.7	-0.6%	-24.6%	7.4%	-11.4	2.9	0.4
O=C(Cn1nc2c(cc1=O)CCCC2)Nc1ccc(F)cc1F	0.0	5.8%[57.1 µM]	1.7	-1.7%[57.1 µM]	-14.5%	11.7%	·	0.4	0.2
Cc1ccc(NC(=O)C2CCN(S(C)(=O)=O)CC2)cc1C	0.0	21.1%	-2.9	6.0%	0.6%	-3.3%	17.7	-1.2	-0.2
CC(=O)C(/C=N/c1ncc(C(F)(F)F)cc1Cl)=C(\C)O	-0.8	23.0%	0.8	-0.4%	-3.4%	-3.1%	0.5	-1.1	0.4
Cc1nn(-c2ccc(F)cc2)c(-n2cccc2)c1C(=O)NCCCN1CCN(c2ccccc2F)CC1	22.4	30.8%	3.6	3.1%	-23.0%	0.0%	·	-3.9	-0.1
CCN(CC)CCNC(=O)c1nn(-c2ccc(OC)c(Cl)c2)c(=O)c2c1c1ccccc1n2C	0.0	34.9%	-3.7	5.1%	-5.5%	-12.6%	·	2.3	0.6
Cc1cc(C(=O)Nc2ccc(S(=O)(=O)Nc3nccs3)cc2)c(C)o1	0.2	4.5%	1.4	12.6%[57.1 µM]	-9.7%	7.2%	-12.4	-3.5	0.2
